Screening results from PubChem.
RAD54 inh: RAD54 (human) branch migration inhibition; Q92698; RAD54 Holliday junction branch migration, FAM/BHQ fluorescence; inhibition, % at 10.4 µM; hit rate 0.14% among 360,000;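 active = mean normalized replicate activity at least 40 and at least half of replicates scoring 40 or more; inconclusive = only one of the two criteria met; inactive = mean below 40 and under half of replicates reaching 40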;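 also: 0% = median of neutral control wells and 100% = median of positive control wells; inhibitors cause a drop in the FAM fluorescence signal; in these data hits start at about 50%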
Target sequence (Q92698 whole entry, looked up): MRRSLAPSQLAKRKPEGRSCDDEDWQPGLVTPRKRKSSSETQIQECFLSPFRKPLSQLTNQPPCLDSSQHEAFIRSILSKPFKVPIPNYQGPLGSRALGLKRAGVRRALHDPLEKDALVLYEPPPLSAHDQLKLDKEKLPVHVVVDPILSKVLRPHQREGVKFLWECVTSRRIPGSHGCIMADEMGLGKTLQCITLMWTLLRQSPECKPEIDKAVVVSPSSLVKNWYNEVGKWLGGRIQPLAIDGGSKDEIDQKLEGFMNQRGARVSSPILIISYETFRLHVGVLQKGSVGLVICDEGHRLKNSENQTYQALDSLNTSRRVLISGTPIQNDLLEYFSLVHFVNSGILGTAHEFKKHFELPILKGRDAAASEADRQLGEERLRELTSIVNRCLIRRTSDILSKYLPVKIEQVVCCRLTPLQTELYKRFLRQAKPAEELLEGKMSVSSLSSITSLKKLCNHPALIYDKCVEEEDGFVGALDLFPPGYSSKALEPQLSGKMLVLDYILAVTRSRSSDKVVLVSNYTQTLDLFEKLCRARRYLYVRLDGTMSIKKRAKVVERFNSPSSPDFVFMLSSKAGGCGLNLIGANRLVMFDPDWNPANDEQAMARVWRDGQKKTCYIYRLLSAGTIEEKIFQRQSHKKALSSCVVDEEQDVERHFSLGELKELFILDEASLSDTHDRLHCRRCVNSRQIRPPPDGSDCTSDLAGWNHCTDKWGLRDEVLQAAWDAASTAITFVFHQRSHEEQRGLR
F508del corr: correctors of CFTR F508del function in bronchial epithelial cells. CFBE cells, YFP halide quenching; stimulated with forskolin plus potentiator P3; % fluorescence drop versus neutral controls. activity (quench increase), % at 7.58 µM. hit rate 0.36% among 350,000. AID 720511;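 active = mean added fluorescence quench of at least 8% versus neutral control, with both replicates also reaching 8%; inconclusive = only one of the mean or replicate conditions met; inactive = mean below 8% and not both replicates reaching 8%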;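 also: cells transiently co-express mutant CFTR-F508del with the halide-sensitive YFP; corrector assay measuring rescue of mutant channel to the surface after 24 h compound exposure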
GSIS activator: GLuc luminescence reporter in INS-1E cells, primary screen for activators of glucose-dependent secretion of insulin | INS-1E GLuc reporter insulin secretion, 2-3 h | activation, % at 16.6 µM | hit rate 0.61% among 370,000 | AID 743287;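 active = lowest replicate activation of at least 40%, so every replicate reaches that level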;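 also: 0% = median of neutral control wells and 100% = median of IBMX positive control wells; some compounds called inactive have numbers as strong as hits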
CASP6 VEID inh: caspase-6 (human) enzyme inhibition. P55212. purified caspase-6, Z-VEID-R110 cleavage fluorescence. inhibition, % at 12.5 µM. hit rate 0.53% among 350,000;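 active = mean inhibition across replicates at least about 35%, with every replicate also reaching that limit, limit read from the data; inconclusive = only one of the two criteria met; inactive = neither criterion met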;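 also: 0% = median of neutral control wells and 100% = no fluorescence left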
Target sequence (P55212 24-179 limits assumed): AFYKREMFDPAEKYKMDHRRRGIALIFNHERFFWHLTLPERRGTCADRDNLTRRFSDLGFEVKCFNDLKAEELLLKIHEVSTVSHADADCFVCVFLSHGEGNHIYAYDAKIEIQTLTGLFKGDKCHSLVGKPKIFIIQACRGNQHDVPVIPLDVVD
Target sequence (P55212 194-293 limits assumed): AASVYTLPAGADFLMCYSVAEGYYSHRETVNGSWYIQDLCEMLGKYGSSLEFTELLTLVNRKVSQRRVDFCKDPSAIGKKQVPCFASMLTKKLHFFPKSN
RAD52 inh: RAD52 (human) annealing inhibition; AID 651710; recombinant RAD52 DNA annealing, FRET fluorescence; hit rate 0.46% among 360,000; inhibition, % at 18.7 µM;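 active = every replicate showing at least 50% inhibition; inconclusive = mean inhibition at least 50% but not in every replicate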
E-sel inducer: E-selectin induction on HUVECs. HUVEC E-selectin immunofluorescence imaging; normalized: neutral wells 0, TNF-alpha wells 100. activation, % at 7.58 µM. AID 686992. hit rate 0.37% among 260,000;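 active = mean E-selectin-positive cell signal at least 10% of the positive control, reached in at least 60% of replicates, without over 20% cell loss; inconclusive = no rule given, readout overlaps actives, possibly toxicity-flagged; inactive = the rest, including those meeting only one limit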;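 also: in these data hits start at about 27%; measured in HUVEC primary endothelial cells; signal is the percent of cells scored E-selectin positive by PE staining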
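assay system = HUVEC, human umbilical vein endothelial cells | input = 3,000 HUVEC seeded per well | medium = EGM-2 growth medium on 0.1% gelatin-coated wells | dosing = one compound dose added by pin transfer | signal = immunofluorescence imaging | read-out basis = % PE-positive cells | control set = TNF-alpha, DMSO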
DENV2 CPE rescue: protects cells from dengue virus 2 cytopathic effect | AID 651640 | DENV2-infected cells, cytopathic effect rescue, plate reader | hit rate 1.7% among 350,000 | CPE inhibition, % at 9.99 µM; in the data active = CPE inhibition above about 20%, passing the limit was not always enough; inconclusive = no clear call, values can overlap the other calls; tested in BHK-21 cells;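 also: 0% = median of neutral control wells and 100% = median of positive control wells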
Xi reactivation: X-chromosome reactivation activator; XiGFP mouse fibroblasts, % GFP-positive cells imaging, 3 d; cells co-treated with 5-aza-dC sensitizer; scaled so ellipticine positive control = 100%; activation, % at 7.58 µM; hit rate 0.055% among 360,000; AID 743238;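 active = mean normalized replicate activation at least 10% and every replicate at or above 10%; inconclusive = only one of the two criteria met; inactive = mean below 10% and not all replicates reach 10%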;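 also: 0% = median of on-plate neutral control wells and 100% = ellipticine 6 µM median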
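System: SV40-immortalized XiGFP fibroblast cells, line 68-5-11 / Incubation: 3-day compound exposure, then 15 min fixation at room temperature / Compound: single concentration per compound, delivered by pin transfer / Buffer or medium: DMEM plus 5-aza-dC sensitizer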
* marks the source's active call; other numbers are inactive results; u = inconclusive; x = not tested or not shown.

compound	DENV2 CPE rescue	RAD52 inh	CASP6 VEID inh	E-sel inducer	F508del corr	GSIS activator	RAD54 inh	Xi reactivation
CO[C@@H]1CN(C)C(=O)c2ccc(NC(=O)Nc3ccc(Cl)cc3)cc2OC[C@@H](C)NC[C@@H]1C	x	x	x	0.2	3.4	-4	x	0.0
COc1ccccc1OC(C)C(=O)N1CCc2ccccc21 (stereo not given)	x	1	0	x	-0.7	1	-11	0.0
C[C@@H]1CN([C@@H](C)CO)S(=O)(=O)c2ccc(-c3ccccc3)cc2O[C@@H]1CN(C)C(=O)Cc1ccccc1	5	28	-1	-0.6	x	-11	5	-0.6
CCOC(=O)c1csc(-c2ccc(OC)c(OC)c2)n1	-6	7	9	x	6.2	50*	x	0.0
O=c1cnnc(N/N=C/c2c[nH]c3ccccc23)[nH]1	3	-28	0	-0.8	0.9	24	3	0.0
OCCNc1cnc2ccccc2n1	x	-161	1	x	-1.4	4	-2	0.0
CN(CC(=O)Nc1ccc(OC(F)(F)F)cc1)C(=O)/C=C/c1ccco1	6	1	20	x	1.4	-24	-2	0.0
Cc1nonc1NC(=O)OC1CCCCC1	x	-9	-2	x	1.7	7	-6	x
O=C(c1ccco1)N1CCN(C(=O)c2ccc(-c3ccc([N+](=O)[O-])cc3)o2)CC1	1	-14	2	-0.5	5.2	x	-3	0.0
COc1ccc(CC(=O)N/N=C\c2cc(Br)c(O)c(Br)c2)cc1	5	0	6	0.0	-2.1	-9	0	0.0

Three of these compounds, reformatted.
Values in the order: DENV2 CPE rescue	RAD52 inh	CASP6 VEID inh	E-sel inducer	F508del corr	GSIS activator	RAD54 inh	Xi reactivation
- O=c1cnnc(N/N=C/c2c[nH]c3ccccc23)[nH]1
    3	-28	0	-0.8	0.9	24	3	0.0
- OCCNc1cnc2ccccc2n1
    x	-161	1	x	-1.4	4	-2	0.0
- CN(CC(=O)Nc1ccc(OC(F)(F)F)cc1)C(=O)/C=C/c1ccco1
    6	1	20	x	1.4	-24	-2	0.0

Returning to the listing, starting two compounds before the break.
compound	DENV2 CPE rescue	RAD52 inh	CASP6 VEID inh	E-sel inducer	F508del corr	GSIS activator	RAD54 inh	Xi reactivation
O=C(c1ccco1)N1CCN(C(=O)c2ccc(-c3ccc([N+](=O)[O-])cc3)o2)CC1	1	-14	2	-0.5	5.2	x	-3	0.0
COc1ccc(CC(=O)N/N=C\c2cc(Br)c(O)c(Br)c2)cc1	5	0	6	0.0	-2.1	-9	0	0.0
Cc1[nH]c(=O)nc(SCc2cccc(Cl)c2)c1C#N	5	-12	5	x	5.5	7	5	-0.1
O=C(COC(=O)c1ccc(F)c(S(=O)(=O)N2CCOCC2)c1)NC1CCCCC1	2	0	2	1.0	1.6	-2	11	0.1
CCC(=O)N1CCCCN2[C@@H](CO)[C@H](c3ccc(-c4ccc(F)cc4)cc3)[C@@H]2C1	25*	-9	1	-0.1	3.1	0	-2	0.2
O=C1C2CCCCC2C(=O)N1c1nccs1 (stereo not given)	3	-7	0	x	0.2	19	-6	0.1
COCC(=O)N(C)C[C@@H]1Oc2ncc(C#Cc3ccncc3)cc2C(=O)N([C@@H](C)CO)C[C@H]1C	2	-6	2	x	-1.6	12	-5	0.2
COc1ccc(OC)c(C2=NOC(C(=O)Nc3c(C)n(C)n(-c4ccccc4)c3=O)C2)c1 (stereo not given)	81*	0	0	0.0	-0.8	3	7	-0.1
C[C@@H]1CN([C@@H](C)CO)C(=O)c2cc(-c3ccncc3)cnc2O[C@H]1CN(C)C(=O)NC1CCCC1	-12	-1	-6	-0.5	-2.4	-3	-4	-0.9
COc1ccc(-c2coc3cc(O)ccc3c2=O)cc1	8	-1	1	-0.1	-0.9	11	-9	0.0
CO[C@H]1CN(C)C(=O)c2cc(NC(=O)C3CC3)ccc2OC[C@H](C)N(C(C)=O)C[C@@H]1C	-4	-7	0	-0.1	2.2	1	-12	0.4
O=C(N[C@H]1CC[C@@H](CCn2cc(C3(O)CCCC3)nn2)O[C@@H]1CO)C1CCC1	-1	-9	1	-0.1	0.0	7	1	0.9

(list continues)
compound	DENV2 CPE rescue	RAD52 inh	CASP6 VEID inh	E-sel inducer	F508del corr	GSIS activator	RAD54 inh	Xi reactivation
COc1cccc(-c2nc(Cl)nc3cc(Cl)ccc23)c1	-12	4	0	0.2	-1.5	51	x	0.0
COC(=O)C(C)Oc1cc(C)ccc1COc1ccc(-n2nc(C)n(C(F)F)c2=O)cc1 (stereo not given)	4	-7	-1	x	-0.8	x	8	0.1
CCCCSc1nc2c(cnn2-c2ccc(C)c(C)c2)c(=O)[nH]1	50*	0	0	1.2	1.5	x	-2	0.0
C/C=C/c1cnc2c(c1)C(=O)N([C@H](C)CO)C[C@@H](C)[C@H](CN(C)C(=O)Cc1cccnc1)O2	5	-1	2	-0.2	0.6	19	-7	-0.8
COc1ccc(C2CC3(CC(C)(C)NC(=S)N3)Oc3cc(O)cc(C)c32)cc1OC (stereo not given)	-3	-6	0	x	-0.2	-32	x	0.0
O=C(NCCc1c[nH]c2ccccc12)C(=O)NCC1OCCN1S(=O)(=O)c1ccccc1 (stereo not given)	-3	-35	1	x	1.6	0	x	0.1
O=C(c1ccc2nc(Cc3ccccc3F)oc2c1)N1CC[C@H](O)C1	18	3	-1	0.4	-5.1	5	9	0.0
O=C(CCNC(=O)C1CCN(S(=O)(=O)c2ccc(F)cc2)CC1)NCc1ccccc1	12	-4	1	-0.1	2.2	0	-12	-0.1
CC(=O)c1cc2c(cc1NC(=O)CCn1cnnn1)OCO2	19	-3	-1	0.1	0.2	-1	x	0.0
CC(=O)Nc1ccc(/C(C)=N/NC(=O)c2ccccc2Cl)cc1	x	x	x	0.0	x	2	-10	0.0

(cont.)
compound	DENV2 CPE rescue	RAD52 inh	CASP6 VEID inh	E-sel inducer	F508del corr	GSIS activator	RAD54 inh	Xi reactivation
CC1(C(=O)NCc2ccccc2)CCC(=O)N1CCOc1ccccc1 (stereo not given)	-8	-7	-1	-0.1	0.7	4	0	0.1
O=C1NC(=O)N(c2ccccc2)C1=O	6	0	1	1.8	0.4	-4	6	0.2
CN1CCN(C(=O)C[C@@H]2CC[C@H]3[C@@H](COc4ccc(NC(=O)C5CC5)cc4C(=O)N3C)O2)CC1	15	-5	1	-0.1	1.0	4	-16	0.0
C[C@@H]1CCCCO[C@H](CN(C)S(=O)(=O)c2ccc(Cl)cc2)[C@@H](C)CN([C@H](C)CO)C(=O)c2cc(N(C)C)ccc2O1	-10	1	0	-0.1	0.4	-5	-1	0.4
COc1ccc(NC(=O)CNC(=O)Cn2ccc3ccccc3c2=O)c(OC)c1	1	-7	-3	x	-0.2	7	-14	0.0
COc1ccc(-c2c(N)n[nH]c2C)cc1OC	-1	-12	-5	x	x	17	x	0.0
C[C@H](CO)N1C[C@H](C)[C@@H](CN(C)S(=O)(=O)c2ccc(Cl)cc2)Oc2ccc(NS(=O)(=O)c3cccs3)cc2C1=O	6	-14	-1	0.2	-0.6	-7	-4	0.3
O=C(/C=C/c1cn(-c2ccccc2)nc1-c1ccc2c(c1)OCCO2)NCCO	-8	9	5	x	-0.6	14	x	0.0
CCOc1ccc2oc(C(=O)N(CCOC)c3c(N)n(CC(C)C)c(=O)[nH]c3=O)c(C)c2c1	2	-14	5	x	-1.8	11	-6	0.0
CCC(=O)Nc1ccc(N2CCN(C(=O)c3ccco3)CC2)c(Cl)c1	10	2	0	-3.9	-1.0	20	0	0.0

Next structures follow.
compound	DENV2 CPE rescue	RAD52 inh	CASP6 VEID inh	E-sel inducer	F508del corr	GSIS activator	RAD54 inh	Xi reactivation
C/C=C/c1cnc2c(c1)C(=O)N([C@H](C)CO)C[C@@H](C)[C@H](CN(C)C(=O)c1cnccn1)O2	1	6	2	0.2	2.1	20	-9	-0.7
CCC(=O)N(C)C[C@@H]1Oc2ncc(-c3ccc(C#N)cc3)cc2C(=O)N([C@H](C)CO)C[C@H]1C	12	5	4	0.6	-1.3	17	-11	-1.3
O=C(C1CCCCC1)N1C[C@@H]2O[C@H](CNS(=O)(=O)c3ccccc3F)CC[C@@H]21	-6	0	-1	x	-2.4	x	x	x
COc1ccccc1NC(=O)N[C@H]1CC[C@H](CC(=O)N2CCC(Cc3ccccc3)CC2)O[C@H]1CO	4	3	0	-0.5	-3.8	-18	8	0.5
Cc1cc(C)c(S(=O)(=O)Nc2ccc(N3CCOCC3)cc2)c(C)c1	-3	-16	2	x	-2.5	8	5	-0.6
O=C(CC1C(=O)NCCN1Cc1ccccc1C(F)(F)F)NC1CCCCC1 (stereo not given)	-1	-19	3	x	-2.8	9	5	0.0
O=c1[nH]c(C2CCCN(S(=O)(=O)c3ccccc3Cl)C2)nc2c1nnn2Cc1ccc2c(c1)OCCO2 (stereo not given)	-1	-4	2	x	1.4	10	-4	0.0
COc1cccc2c(N/N=C/c3ccc(O)c(O)c3)cc(C)nc12	5	-27	11	x	0.5	9	-1	0.1
O=C(O)c1nn(-c2ccc(F)cc2)ccc1=O	1	-9	9	-0.1	2.5	2	-5	0.0
COc1ccc(C(=O)CSc2nnc(-c3ccco3)o2)cc1	-4	-33	1	-1.1	0.3	x	x	0.0

Other entries.
compound	DENV2 CPE rescue	RAD52 inh	CASP6 VEID inh	E-sel inducer	F508del corr	GSIS activator	RAD54 inh	Xi reactivation
C[C@H](CO)N1C[C@H](C)[C@@H](CN(C)C(=O)Nc2ccc(F)cc2)Oc2ccc(NS(C)(=O)=O)cc2CC1=O	1	7	0	-9.1	-2.2	-12	6	-0.7
CC1CC(C)CN(C(=O)COC(=O)C2CCN(S(=O)(=O)c3c(Cl)cccc3Cl)CC2)C1 (stereo not given)	5	-11	0	0.5	-5.4	-35	x	0.0
COc1ccccc1S(=O)(=O)N(C)C[C@H]1Oc2cc(/C=C/c3ccccc3)ccc2S(=O)(=O)N([C@H](C)CO)C[C@H]1C	12	1	0	0.2	-1.1	25	10	0.0
O=C(NNS(=O)(=O)c1ccc(C(=O)NC2CCCC2)cc1)c1ccncc1	-1	-3	2	x	-3.5	-6	6	0.2
O=c1[nH]n2c(-c3ccccc3)nc(O)c2c2ccccc12	5	-4	0	x	-1.8	12	x	0.0
N#CCCSc1ccccc1NC(=O)c1cc(=O)c2ccccc2o1	-3	-26	-2	x	-0.2	x	-2	0.0
CCOC(=O)c1ccccc1-n1nnnc1C	16	1	-1	x	-1.8	-2	x	-0.1
CN1C(=O)CS/C1=N\NC(=O)COc1cccc2cccnc12	-4	-17	4	x	0.8	13	x	0.0
Cc1ccc(S(=O)(=O)N(C)C[C@@H]2Oc3ccc(NC(=O)Nc4c(C)noc4C)cc3CC(=O)N([C@H](C)CO)C[C@@H]2C)cc1	-3	-1	x	0.0	0.7	8	36	-0.7
Cc1cccc(OCCCN2CCOCC2)c1C	u	-3	-3	0.3	0.8	14	-2	0.3
Cc1ccc(CN(Cc2ccco2)C(=S)NCC(=O)NCc2cccnc2)cc1	8	-52	1	1.7	-2.7	-17	x	0.0
O=C1NCCN1c1ncc([N+](=O)[O-])s1	4	-9	x	-0.2	0.4	x	7	0.0
CCOc1ccccc1CN1CCN(Cc2cccc3c2OCO3)CC1CCO (stereo not given)	1	-14	1	-0.2	-1.4	14	x	0.1
